Screening results (PubChem BioAssay)
KB-3-1 tox: kills parental KB-3-1 adenocarcinoma cells; KB-3-1 viability, CellTiter-Glo ATP luminescence, 72 h; Potency, µM (top dose mostly 46.1 µM), inactives show at the highest dose activity change, negative = cytotoxic, hits mostly cytotoxic; 1.4% of 400,000 active; further: potency means the concentration at half of the fitted maximal effect; on the % scale 0 is the no-effect control and ±100 the full control effect; nearly all actives have a fitted effect of over 60% in size
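KB-3-1 cells, DMEM (no phenol red) + 10% FBS; compound by pin transfer, 72 h, 37 °C. Readout: CellTiter-Glo luminescence after 10 min. Data normalized, curve-fitted.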
KB-V1 MDR tox: KB-V1 MDR subline cytotoxicity. KB-V1 MDR cells viability, CellTiter-Glo, 72 h. 3.4% of 400,000 active. Potency, µM (doses to about 46.1 µM), without a hit: at the highest dose activity change, negative = cytotoxicity, actives largely listed as cytotoxic. AID 1347076; further: potency means the concentration at half of the fitted maximal effect; on the % scale 0 is the no-effect control and ±100 the full control effect; nearly all actives have a fitted effect of over 60% in size
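In this primary screen, KB-V1 cells overexpressing P-gp are incubated with library compounds (lowest to highest concentration) for 72 h at 37 degrees C before a luminescent ATP viability read.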
D3 ag: agonists of human D3 dopamine receptor. 0.58% of 410,000 active. P35462. max activation, %. D3R DiscoveRx beta-arrestin cells, luminescence, 90 min; in the data active means max activation above about 30%; further: 0% is about no effect; mostly tested at two doses, the higher about 12 µM
Target sequence (P35462 whole entry, looked up): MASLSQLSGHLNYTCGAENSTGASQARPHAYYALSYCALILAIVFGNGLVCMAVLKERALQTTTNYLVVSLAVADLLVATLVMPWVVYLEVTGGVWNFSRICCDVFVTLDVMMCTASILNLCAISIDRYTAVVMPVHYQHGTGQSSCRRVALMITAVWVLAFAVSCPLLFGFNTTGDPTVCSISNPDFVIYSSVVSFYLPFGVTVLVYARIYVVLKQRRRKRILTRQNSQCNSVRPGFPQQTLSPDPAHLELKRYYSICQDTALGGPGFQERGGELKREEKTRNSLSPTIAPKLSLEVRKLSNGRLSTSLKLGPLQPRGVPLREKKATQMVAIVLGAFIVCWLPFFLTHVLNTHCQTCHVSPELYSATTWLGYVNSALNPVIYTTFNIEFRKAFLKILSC
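Agonist mode: compounds and dopamine controls were applied to plated cells for 90 min at 37 degrees C after an overnight attachment at 1500 cells/well. Luminescent read-out followed 30 - 60 minutes at room temperature with DiscoveRx detection reagent.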
* marks the source's active call; other numbers are inactive results; ? = inconclusive. Unless noted, the call rests on the fitted dose curve; in most records, active means well fitted cell-killing curve with a large enough effect; inconclusive means small, poorly fitted or top-dose-only effect, or effect the other way; inactive means flat fitted curve, though single readings scatter.

structure,KB-3-1 tox,KB-V1 MDR tox,D3 ag
CCC(CC)C(=O)Nc1ccc(S(=O)(=O)N2CCC(c3nc4ccccc4s3)CC2)cc1,-3%,9%,-7
COc1ccc(-n2nc(C(=O)Nc3ccccc3OC)c3c4ccccc4n(C)c3c2=O)cc1Cl,11%,4%,-19
Cc1c(C(=O)OCCOc2ccccc2)[nH]c2c1C(=O)CC(c1ccc(C(C)(C)C)cc1)C2 (stereo not given),-7%,0%,9
O=C(NCc1cccnc1)C(=O)NCC(c1cccnc1)N1CCN(c2ccc(F)cc2)CC1 (stereo not given),-6%,3%,5
O=C(CN1C(=O)CCc2cc(S(=O)(=O)N3CCOCC3)ccc21)NCc1ccc(Cl)cc1,-3%,18%,6
CCc1cccc(C)c1NC(=O)CN1C(=O)c2c(c3ccccc3n2C)C1c1ccc(OC)cc1 (stereo not given),-5%,8%,-8
Cc1ccc2oc(=O)c3cnn(CC(=O)N4CCN(c5ccc(F)cc5)CC4)c3c2c1,2%,-3%,6
COc1ccc2c(c1)c1c(c(=O)n(-c3cccc(C)c3)c(=O)n1CC(=O)Nc1c(C)cc(C)cc1C)n2C,-16%,2%,12
CCOC(=O)c1sc(N2C(=O)c3oc4cc(C)c(C)cc4c(=O)c3C2c2cccc(O)c2)nc1C (stereo not given),0%,-4%,0
Cc1ccc(NC(=O)Nc2nnc(N3CCCC3)s2)cc1C,5%,27%,-3
CCOc1ccc(C(=O)NCC(c2ccc3c(c2)OCO3)N2CCN(C)CC2)cc1 (stereo not given),-3%,-1%,-6
CCC(=O)N1CCc2cc(Br)cc(S(=O)(=O)N3CCC(C(=O)Nc4ccccc4F)CC3)c21,-10%,-7%,1
Cc1ccc2c(=O)c(C(=O)c3cccc(Cl)c3)cn(CC(=O)NCc3ccccc3)c2n1,27%,?,3
CCOc1ccc(-c2nn(CC(=O)NC3CCCC3)c3c2cnc2ccc(F)cc23)cc1,-1%,-13%,-10
Cc1ccc2[nH]c3c(=O)n(CC(=O)N(C)Cc4ccccc4)ncc3c2c1,14%,17%,0
O=C(COc1ccccc1)Nc1ccccc1C(=O)OCc1cc(=O)n2nc(C3CC3)sc2n1,15%,0%,5
CCC(=O)N1CCc2cc(Br)cc(S(=O)(=O)CCC(=O)Nc3ccc(Cl)cc3)c21,0%,30%,-11
O=C(CSc1nc(=O)n(Cc2ccco2)c2c1CCC2)NCc1ccccc1,12%,3%,13
Clc1cccc(-n2ncc3c(NCCC4=CCCCC4)ncnc32)c1,-8%,18%,1
COC(=O)c1ccccc1NC(=O)c1nc(SCc2ccccc2C)ncc1Cl,-1%,7%,-6
Cc1cccc(-c2noc(-c3cccnc3NCc3ccc(Cl)cc3)n2)c1,8%,0%,9
CC(C)c1ccc(CNC(=O)c2ccc(N3CCCC3)c(NC(=O)NCc3ccc(F)cc3)c2)cc1,-14%,1%,-5
COc1cc(CN(C(=O)Nc2cccc(Cl)c2)c2ccccn2)cc(OC)c1OC,6%,6%,0
COc1ccccc1NC(=O)C1=C(C)Nc2nnnn2C1c1cc(Br)c(O)c(OC)c1 (stereo not given),-5%,0%,4
Cc1ccc(C)c(NC(=O)Cn2cc(S(=O)(=O)N3CCCC3)c(S(=O)(=O)N3CCCC3)c2)c1,?,24%,5
Cc1ccccc1OCCCn1c(-c2ccc(Cl)cc2)nc2ccccc2c1=O,20%,4%,-17
CCC(=O)Nc1ccc(Cl)c(-c2nc3ccccc3[nH]2)c1,0%,12%,-3
Cc1oc2c(cc(NS(=O)(=O)c3ccc(Br)cc3)c3ccccc32)c1C(=O)OCc1ccccc1,7%,-7%,3
O=C(Nc1nc2ccc(F)cc2s1)c1nc(S(=O)(=O)Cc2ccccc2F)ncc1Cl,?,-25%,-28
COC(=O)c1ccc(NC(=O)Cn2ccn3nc(-c4ccc(OC)cc4)cc3c2=O)cc1,-1%,16%,-9
Cc1nc(-n2nc(C)c(CCC(C)C)c2C)sc1C(=O)Nc1ccc(Br)cc1,1%,11%,8
CCN(CC)CCN(C(=O)c1ccco1)c1nc2c(C)c(C)ccc2s1,-4%,0%,-20
Cc1ccc2c(=O)cc(C(=O)Nc3sc4c(c3C(=O)NCc3ccco3)CCCC4)oc2c1C,10%,?,-3
O=C(NCc1cccc(Cl)c1)c1cc2ccc3cccnc3c2[nH]1,21%,17%,-11
Cc1nc2ccc(S(=O)(=O)CCC(=O)Nc3ccc(F)cc3C)cc2s1,-9%,-7%,2
COc1ccc(NC(=O)Cn2nc(-c3ccncc3)ccc2=O)cc1Cl,19%,4%,0
Cc1ccc2ncc(C(=O)c3ccc(C)c(C)c3)c(S(=O)(=O)c3ccccc3)c2c1,?,-9%,-1
CCOc1ccc(NC(=O)CSC2=Nc3ccccc3C3=NC(CC(=O)NCc4cccs4)C(=O)N23)cc1 (stereo not given),2%,-4%,1
CCOc1ccc(C(=O)Nc2ccc3oc(-c4cccnc4)nc3c2)cc1,5%,6%,5
COc1ccc(CNS(=O)(=O)c2ccc(F)c(C(=O)Nc3c(C)cc(C)cc3C)c2)cc1,3%,6%,-1
Cc1cccc(C(=O)Nc2ccc(N3CC=C(c4ccccc4C)CC3)c(C(=O)O)c2)c1,13%,28%,-10
COc1ccc(-n2ncc(C(=O)Nc3ccc(C)cc3Cl)c2C2CCN(C(=O)OC(C)(C)C)CC2)cc1,0%,13%,5
COc1ccccc1N1CCN(c2csc3ccccc3c2=O)CC1,6%,9%,-22
CCOc1ccc(Cn2nnc3c(=O)[nH]c(C4CCN(C(=O)c5ccccc5)CC4)nc32)cc1,-10%,7%,4
Cc1ccc(NC(=O)CSc2nnc3ccc4ccccc4n23)cc1,4%,-17%,5
CCC(=O)N1c2ccccc2CC1C(=O)NCCc1ccc(OC)c(OC)c1 (stereo not given),7%,14%,-11
CCN(CC)C(=O)c1c(NC(=O)c2ccccc2F)sc2c1CCC(C(C)(C)C)C2 (stereo not given),-21%,0%,17
Cc1c(Cl)cccc1NC(=O)Cn1c(CCC(=O)O)ccc1-c1cccs1,12%,5%,-8
COc1ccc(CCNC(=O)Cc2c(C)c3ccc(O)c(C)c3oc2=O)cc1OC,10%,0%,38*
O=C(CCn1cnc2onc(-c3ccc(F)cc3)c2c1=O)N1CCN(c2ccc(F)cc2)CC1,-1%,6%,-23
CCOc1cc2[nH]c(=O)n(CCCCC(=O)N3CCN(c4cccc(Cl)c4)CC3)c(=O)c2cc1OCC,3%,?,5
Cc1ccc(CN2CCSc3ccc(C(=O)N4CCN(c5cc(C)ccc5C)CC4)cc32)cc1,12%,-4%,4
Clc1ccc(CN2CCc3nc(N4CCN(c5ccccn5)CC4)ncc3C2)cc1,-18%,-9%,-2
COc1ccc(C(=O)CCC(=O)Nc2cccc(C(C)=O)c2)cc1,10%,4%,5
CCOc1cc(C2C(C(=O)OC)=C(C)NC3=C2C(=O)c2ccccc23)cc(Br)c1OCC (stereo not given),?,?,-28
COc1cc(Cl)c(C)cc1NC(=O)c1cc(CN2CCOCC2)on1,5%,-1%,10
O=C(Cn1ncc2c([nH]c3ccccc32)c1=O)NCCCN1CCN(c2ccc(F)cc2)CC1,-3%,-1%,-10
O=S(=O)(NCC(c1ccco1)N1CCOCC1)c1ccc(F)cc1 (stereo not given),2%,10%,-4
COc1cccc(N2CCN(C(=O)c3cccc(-n4c(C)nc5cccnc54)c3)CC2)c1,-10%,?,18
Cc1noc2ncnc(NCc3ccccc3Cl)c12,?,-13%,4

Continued.
structure,KB-3-1 tox,KB-V1 MDR tox,D3 ag
O=C(COCc1cc(-c2cccs2)on1)Nc1cc(C(F)(F)F)ccc1Cl,0%,3%,-13
CCCCC(=O)NC1(C(F)(F)F)C(=O)Nc2c1c(=O)[nH]c(=O)n2-c1ccc(F)cc1 (stereo not given),-3%,0%,-3
COc1ccc(OC)c(C(=O)CSc2ncc3c(n2)-c2ccccc2N(Cc2ccccc2C)S3(=O)=O)c1,6%,?,2
COc1ccc(/C=C(\C#N)c2nc3ccccc3c(=O)[nH]2)cc1OC,-3%,-9%,2
Cc1ccc(O)c(-c2n[nH]c3c2C(c2ccccc2F)N(Cc2ccco2)C3=O)c1 (stereo not given),-7%,?,9
COc1ccc(NC(=O)Cn2c(=O)n(-c3ccc(C)c(C)c3)c(=O)c3c(C)c(C)sc32)cc1,1%,-29%,-3
CCOC(=O)C(CC)Sc1ncnc2c1c(-c1ccccc1)cn2-c1ccc(OC)cc1 (stereo not given),-3%,-21%,3
O=C(Nc1ccc(Cl)cc1)c1ccc2c(c1)N(Cc1ccccc1)CCS2,-19%,-13%,4
Cc1cncn1CCc1nc2c3ccccc3nc(SCC(=O)Nc3ccc(F)cc3)n2n1,4%,-19%,2
CCS(=O)(=O)N1CCc2cc(C(=O)Nc3cc(C(F)(F)F)ccc3Cl)ccc21,3%,-7%,-6
O=C(Nc1cccc(C(=O)OCc2cc(=O)n3nc(C4CC4)sc3n2)c1)c1cccc(F)c1,14%,?,7
CCN(CC)C(=O)Cn1c(=O)n(CC2CCC(C(=O)NC)CC2)c(=O)c2sccc21 (stereo not given),1%,1%,-23
CCN(CC)C(=O)Cn1ncc2c([nH]c3ccccc32)c1=O,7%,-4%,-5
Cc1ccc(NC(=O)C(Cc2ccccc2)NS(=O)(=O)c2ccc3c(c2)oc(=O)n3C)cc1F (stereo not given),-10%,-17%,1
O=C(Nc1nc2ccccc2n1CCOc1ccccc1Cl)c1ccccc1,1%,1%,-4
COC(=O)c1ccc([C@H]2Nc3ccc(S(=O)(=O)Nc4cccc(C)c4)cc3[C@H]3C=CC[C@H]32)cc1,-22%,29%,0
CC(C)c1nn2c(=O)cc(COC(=O)CNC(=O)c3ccccc3)nc2s1,2%,?,-10
Cc1ccccc1CNC(=O)c1ccccc1NC(=O)c1nsc2ccccc12,4%,6%,-10
CCN1CCN(C(=O)Cn2c(-c3cccs3)cc3cc(Cl)ccc32)CC1,-6%,6%,6
Cc1ccc(S(=O)(=O)c2nc(-c3cccc(Cl)c3)oc2NCc2ccccc2)cc1,-3%,-17%,-11
CCOc1ccccc1C(=O)Nc1cc2c(cc1C)n(C)c(=O)c(=O)n2C,4%,4%,2
CCOc1ccc(-c2cn3c(n2)sc2cc(C(=O)NC(C)C45CC6CC(CC(C6)C4)C5)ccc23)cc1 (stereo not given),3%,5%,-8
COC(=O)c1cccnc1-n1c(=O)c2cccnc2n(CC(=O)Nc2cccc(C)c2)c1=O,6%,7%,-10
O=C(NCc1ccccc1F)C1CCN(c2nn3cc(-c4ccc(F)cc4)nc3s2)CC1,-10%,-16%,4
COC(=O)c1cc(OC)c(OC)cc1NC(=O)c1ccc2c(c1)CCN2S(=O)(=O)c1ccccc1,12%,19%,13
CCOC(=O)C1CCN(C(=O)Cn2ncc3c4ccccc4n(C)c3c2=O)CC1,14%,?,0
CCOc1ccccc1OCCCCn1c(-c2ccc(Cl)cc2)nc2ccccc2c1=O,0%,3%,-14
Cc1nnc(N2CCC(C(=O)NCCc3ccccc3Cl)CC2)c2nn(-c3ccccc3)c(C)c12,-15%,?,-22
Oc1ccc(Nc2nc3ccccc3n3cnnc23)cc1,6%,-4%,5
O=C(Cn1c(-c2cccs2)cc2ccccc21)N1CCN(c2ccc(F)cc2)CC1,-1%,-8%,7
CC(Sc1nc(-c2ccccc2)c(C#N)c(=O)[nH]1)C(=O)Nc1ccc(F)cc1 (stereo not given),-1%,?,-10
COc1cccc(NC(=O)/C(C#N)=C/c2c(C)n(Cc3ccc(Cl)cc3)c3ccccc23)c1,-14%,-4%,1
Cc1ccc(-n2ncc(C(=O)NCCN3CCOCC3)c2C2CCN(C(=O)OC(C)(C)C)CC2)c(C)c1,3%,17%,1

6 records drawn at random from those above:
structure,KB-3-1 tox,KB-V1 MDR tox,D3 ag
CCN(CC)C(=O)Cn1ncc2c([nH]c3ccccc32)c1=O,7%,-4%,-5
Cc1ccc2ncc(C(=O)c3ccc(C)c(C)c3)c(S(=O)(=O)c3ccccc3)c2c1,?,-9%,-1
CC(C)c1nn2c(=O)cc(COC(=O)CNC(=O)c3ccccc3)nc2s1,2%,?,-10
Cc1cccc(-c2noc(-c3cccnc3NCc3ccc(Cl)cc3)n2)c1,8%,0%,9
Cc1oc2c(cc(NS(=O)(=O)c3ccc(Br)cc3)c3ccccc32)c1C(=O)OCc1ccccc1,7%,-7%,3
CCOc1ccc(NC(=O)CSC2=Nc3ccccc3C3=NC(CC(=O)NCc4cccs4)C(=O)N23)cc1 (stereo not given),2%,-4%,1

This is a subset; the hit share may differ from the screen's.
